TROY signal inh = inhibitors of TROY-dependent NF-kB signaling; Q293 LMP1-TROYcd NF-kB luciferase reporter, 4 h; inhibition, % at 10 µM; hit rate 0.98% among 360,000; AID 1347056;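 active = compounds whose plate-normalised and pattern-corrected inhibition of the luciferase reporter signal at the single screening dose is 50% or more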
TWEAK Fn14 block = inhibitors of TWEAK-Fn14 interaction signaling | TWEAK-stimulated Fn14 reporter cells, luciferase luminescence, 8 h | AID 1159606 | inhibition, % at 10 µM | hit rate 2% among 360,000; in the data active = inhibition above about 50%
NCOA1 inh = human NCOA1 inhibition. Q15788. HEK293 GAL4-SRC1 luciferase reporter, luminescence. inhibition, % at 3.6 µM. hit rate 0.12% among 360,000. AID 588354;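 active = inhibition above the campaign mean plus 3 SD, with each screening campaign given its own cutoff, cut at about 60% in these data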;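 note: 0% = DMSO treated cells and 100% = gossypol at 36 µM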
NR5A2 inv ag = inverse agonists of human LRH-1 (NR5A2); hit rate 0.13% among 360,000; HEK293T StAR-luciferase reporter, LRH-1 transfected, 24 h; inhibition, % at 3.6 µM; O00482;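 active = inhibition above the mean inhibition of all tested compounds plus 3 SD, cut at about 73% in these data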;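 note: 0% = DMSO wells and 100% = reporter-only cells lacking LRH-1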
NR2F2 inh = NR2F2 (human) inhibition, primary screen; P24468; HEK293T NGFI-A luciferase reporter, luminescence; inhibition, % at 8.6 µM; hit rate 0.7% among 370,000; AID 686940;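 active = inhibition above a per-plate cutoff, mean inhibition of test wells between control levels plus 3 SD, cut at about 38% in these data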;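 note: cells cotransfected with COUP-TFII expression vector driving the NGFI-A reporter; 0% = median of COUP-TF2 test wells and 100% = reporter-only cells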
Granule exo inh = blocks lytic granule exocytosis; TALL-104 LAMP-1 surface exposure, flow cytometry; cells stimulated with thapsigargin and PMA; inhibition, % at 10 µM; hit rate 0.66% among 360,000;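 active = inhibition above about 55%, limit read from the data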
ABHD5 PLIN5 PPI = inhibitors of human ABHD5-perilipin-5 interaction. Split G. princeps luciferase complementation, luminescence, 4 h. inhibition, % at 4 µM. hit rate 0.78% among 360,000. AID 602281;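 active = inhibition above the mean inhibition across every tested compound plus 3 SD, cut at about 22% in these data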;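 note: 0% = DMSO only wells and the 100% control is not disclosed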
SRC2 inh = human SRC2 (NCOA2) inhibition; HEK293 GAL4-SRC2 luciferase reporter, luminescence; hit rate 0.17% among 370,000; inhibition, % at 9 µM; AID 651957;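 active = inhibition above the mean inhibition of all tested compounds plus 3 SD, set per campaign, cut at about 52% in these data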;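 note: 0% = DMSO treated cells and 100% = cells given Gossypol at 36 µM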
SRC3 inh = human NCOA3 inhibition. AID 588352. inhibition, % at 3.6 µM. HEK293 GAL4-SRC3 luciferase reporter, luminescence. hit rate 0.17% among 360,000. Q9Y6Q9;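 active = inhibition above a per-campaign cutoff, the mean of all compounds plus 3 SD, cut at about 60% in these data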;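 note: 0% = DMSO-treated cells and 100% = gossypol-treated cells at 36 µM; higher means less SRC3-driven luciferase light from the GAL4 reporter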
TLR9-MyD88 block = inhibitors of human TLR9-MyD88 binding. CHO BLA complementation TLR9-MyD88, CCF4 FRET ratio. inhibition, % at 4.98 µM. hit rate 0.21% among 340,000. AID 504734;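 active = inhibition above the mean over all tested compounds plus 3 SD, cut at about 21% in these data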;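 note: 0% = DMSO only wells and 100% = clavulanate BLA inhibitor control wells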
Target sequence (Q99836 whole entry, looked up): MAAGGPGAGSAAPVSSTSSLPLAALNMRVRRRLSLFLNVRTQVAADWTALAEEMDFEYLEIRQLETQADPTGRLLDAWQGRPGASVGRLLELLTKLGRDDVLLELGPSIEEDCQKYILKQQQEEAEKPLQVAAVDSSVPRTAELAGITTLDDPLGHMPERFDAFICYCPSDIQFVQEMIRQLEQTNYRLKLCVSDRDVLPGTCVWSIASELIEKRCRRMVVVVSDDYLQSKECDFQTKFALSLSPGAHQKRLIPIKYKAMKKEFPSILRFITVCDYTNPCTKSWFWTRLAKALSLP
Target sequence (Q9NR96 whole entry, looked up): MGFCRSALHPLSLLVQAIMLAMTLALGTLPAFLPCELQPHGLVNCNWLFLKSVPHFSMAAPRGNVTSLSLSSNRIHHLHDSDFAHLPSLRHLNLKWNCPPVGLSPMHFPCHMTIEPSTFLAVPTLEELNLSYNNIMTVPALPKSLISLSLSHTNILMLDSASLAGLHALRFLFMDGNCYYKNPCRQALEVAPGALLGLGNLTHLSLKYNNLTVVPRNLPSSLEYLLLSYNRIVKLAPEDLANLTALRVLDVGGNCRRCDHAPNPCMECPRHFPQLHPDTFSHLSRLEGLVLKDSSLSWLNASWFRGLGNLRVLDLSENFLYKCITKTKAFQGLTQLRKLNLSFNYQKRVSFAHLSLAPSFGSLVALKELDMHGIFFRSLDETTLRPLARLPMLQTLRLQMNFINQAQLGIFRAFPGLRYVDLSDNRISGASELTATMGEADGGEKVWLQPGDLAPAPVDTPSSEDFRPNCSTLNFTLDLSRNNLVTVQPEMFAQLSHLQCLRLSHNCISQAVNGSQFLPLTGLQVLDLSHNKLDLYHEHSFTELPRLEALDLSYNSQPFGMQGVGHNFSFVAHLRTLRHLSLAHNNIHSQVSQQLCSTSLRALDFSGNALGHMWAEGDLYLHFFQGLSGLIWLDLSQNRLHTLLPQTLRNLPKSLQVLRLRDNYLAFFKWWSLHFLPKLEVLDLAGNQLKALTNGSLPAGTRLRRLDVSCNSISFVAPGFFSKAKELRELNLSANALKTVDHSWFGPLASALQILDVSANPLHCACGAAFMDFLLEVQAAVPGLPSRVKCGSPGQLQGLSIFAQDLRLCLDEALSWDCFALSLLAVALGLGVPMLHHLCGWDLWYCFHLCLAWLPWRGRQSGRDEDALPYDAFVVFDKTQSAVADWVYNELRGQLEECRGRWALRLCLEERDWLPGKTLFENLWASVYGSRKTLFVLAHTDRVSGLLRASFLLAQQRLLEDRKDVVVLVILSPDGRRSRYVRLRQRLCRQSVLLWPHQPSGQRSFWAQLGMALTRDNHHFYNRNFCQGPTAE
NOD2 RIPK2 PPI = NOD2-RIPK2 protein interaction inhibition; O43353; CHO BLA complementation NOD2-RIPK2, CCF4 ratio; inhibition, % at 4.98 µM; hit rate 0.38% among 360,000; in the data active = inhibition above about 21%;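 note: 0% = vehicle only and 100% = reference blocker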
Numbers without * were called inactive; nt = no result given. These rows are one share of the data (hit frequency here may not be typical).

compound	TROY signal inh	TWEAK Fn14 block	NCOA1 inh	NR5A2 inv ag	NR2F2 inh	Granule exo inh	ABHD5 PLIN5 PPI	SRC2 inh	SRC3 inh	TLR9-MyD88 block	NOD2 RIPK2 PPI
CC12C=CC(=O)C=C1C(F)CC1C3CCC(O)(C(=O)CO)C3(C)CC(O)C12F (stereo not given)	10	-4	-10	4	-33	2	1	-7	-42	6	-6
COC(=O)c1cn(N(C)c2ncc(C(F)(F)F)cc2Cl)c(=O)c2ccccc12	0	-4	9	-3	9	3	-7	-35	19	5	-4
CCCC(=O)Nc1nc2ccc(C(=O)OCC)cc2s1	-39	-33	-97	-53	-37	-4	6	-9	-80	5	-4
CCOc1ccc2c(=O)c(-c3ccc4c(c3)OCCCO4)c(C)oc2c1	-4	-1	-13	1	-20	4	-6	0	4	6	-5
CC1Cc2ccccc2N1C(=O)Cn1nc(C(=O)O)c2ccccc2c1=O (stereo not given)	7	-1	3	-3	-1	-2	-2	6	3	-3	-4
COc1ccc(-c2nn(-c3ccccc3)cc2/C=N/N2C(=O)CSC2=S)cc1	-33	62*	-32	-24	0	9	-22	-41	-61	1	-9
Cc1cccc(NC(=O)COC(=O)c2ccc(S(=O)(=O)N3CCCCCC3)cc2)c1	8	0	0	11	-1	-4	-4	22	1	-4	12
CC(NS(=O)(=O)c1ccc(Br)cc1)C(=O)NCc1ccco1 (stereo not given)	17	-1	-4	-13	0	0	16	13	3	4	-8
CC1=C(C(=O)N(C)C)CC(CC(=O)NC(c2ccccc2)c2ccccc2)C(=O)N1CCCN1CCCC1=O (stereo not given)	-4	14	8	13	2	-1	0	21	6	4	-5
COc1ccc([N+](=O)[O-])cc1NC(=O)COC(=O)/C=C/c1ccco1	8	1	14	-24	8	5	3	26	15	-2	0
c1ccc(C2CSc3ccccc3N2)cc1 (stereo not given)	-44	14	-35	-29	-36	-4	-8	-43	-64	-4	-12
Cc1ccc(S(=O)(=O)N2[C@@H](c3ccc(Cl)cc3)C(C(=O)O)=C[C@H]2CC2CCCC2)cc1	29	7	-17	-13	3	1	-1	-23	16	-2	-6
CCC(C)[C@H](NC(=O)NCc1ccc(F)cc1)C(=O)O (stereo not given in full)	8	10	-29	-5	11	0	-2	-39	16	-2	7
CC(=O)c1c(C(C)=O)c(C)n(-c2nc(-c3ccc(Br)cc3)c(C)s2)c1C	8	-34	-2	-14	13	-1	0	17	8	2	-14
O=C(NC(Cc1ccccc1)C(=O)N1CCCC1C(=O)O)c1ccccc1 (stereo not given)	-7	15	2	-10	3	3	4	13	11	-4	-6
COC(=O)[C@@]1(Sc2ccc(C)cc2)CC(=O)N(C(=O)C2CC2)[C@@H]1c1ccccc1	-29	9	nt	8	5	0	-3	-20	nt	nt	-8
O=C(NCC1CCCO1)c1cc(S(=O)(=O)N2CCCCC2)ccc1Cl (stereo not given)	13	-13	-6	8	-15	-1	9	-11	-5	-6	3
CCc1cccc(NC(=O)COC(=O)CSc2ccc(C)cc2)c1	-3	-2	15	13	-5	-7	-1	-14	-6	4	1
CN(NS(C)(=O)=O)c1ncc(C(F)(F)F)cc1Cl	-1	-1	-8	-9	15	11	-4	-12	14	-3	-3
COc1cccc(N=Cc2c(O)c3ccccc3oc2=O)c1	22	34	-1	8	-1	-2	3	7	3	-2	-7
COc1ccc(OCc2cccc(C(=O)Nn3cc([N+](=O)[O-])cn3)c2)cc1	-26	-8	-112	-269	-35	2	-2	-42	-141	-6	-9
CC(OC(=O)CCCN=C1NS(=O)(=O)c2ccccc21)C(=O)Nc1ccc(F)c(F)c1F (stereo not given)	0	-5	-5	0	13	-4	-4	-20	-17	-2	-10
Cc1nc2ccccc2c(=O)n1-c1cccc(NC(=O)c2cccs2)c1	1	-7	21	6	12	4	12	-13	-5	-8	-2
COc1cccc(/C=C(\C#N)C(=O)NC2CCS(=O)(=O)C2)c1 (stereo not given)	-2	-1	3	18	-2	-1	-1	22	18	-4	0
COc1ccc(CNC(=O)c2ccccc2NC(=O)C2=CSCCO2)c(OC)c1	-9	-8	10	9	16	-4	-1	-8	17	-7	-4

Later entries.
compound	TROY signal inh	TWEAK Fn14 block	NCOA1 inh	NR5A2 inv ag	NR2F2 inh	Granule exo inh	ABHD5 PLIN5 PPI	SRC2 inh	SRC3 inh	TLR9-MyD88 block	NOD2 RIPK2 PPI
Cc1ccccc1C(=O)NCc1nnc(SCC(=O)N2c3ccccc3Sc3ccccc32)n1C	-1	0	-18	-5	1	-1	6	0	-13	1	-8
CN1C[C@@H](CO)O[C@@H](n2cnc3c(N4CCN(CCO)CC4)ncnc32)C1	8	-10	4	-12	-16	-2	1	-26	-29	nt	-20
CC(/C=C/c1ccco1)=N/NC(=O)C1COc2ccccc2O1 (stereo not given)	10	11	-16	17	1	20	9	-34	-3	-6	-2
CCOC(=O)c1cc2cc3ccccc3cc2[nH]1	-42	4	-87	-115	-48	1	-13	-36	-96	-11	-4
O=C(Nc1ccccc1)/C(=C\c1ccccc1)NC(=O)c1ccco1	-33	4	4	5	16	-1	2	-8	0	nt	-12
O=S(=O)(c1ccc(SCCO)nc1)N1CCOCC1	-4	5	-12	-9	-6	60*	2	-5	17	2	1
COc1cccc(/C=C/C(=O)Nc2ccc(C(=O)Nc3cccc(S(N)(=O)=O)c3)cc2)c1OC	-33	-22	9	-4	6	10	2	-16	-10	1	-10
CCCNC(=S)NNC(=O)c1cc(-c2cccnc2)nc2ccccc12	-37	0	-9	12	3	0	14	-14	28	2	-37
Cc1ccccc1OC(C)C(=O)Nc1ccc2c(c1)OCO2 (stereo not given)	-15	-41	-17	-14	1	-4	0	1	-3	-2	6
Nc1[nH]nc2nc3ccccc3cc12	1	0	-36	12	-9	-2	1	-37	14	9	-3
CCOC(=O)N1CCC(NC(=O)C(CC(C)C)NC(=O)C2CCC(C)CC2)CC1 (stereo not given)	10	10	-10	11	-7	0	-3	18	-14	0	-9
CCCC(=O)N1CCOCC1c1cc(C(=O)Nc2ccccc2)no1 (stereo not given)	-8	6	1	14	10	-8	3	-7	-19	nt	6
Cc1ccc(CNC(=O)CCCc2cn(C)c3ccccc23)cc1	-16	-11	6	-9	11	-5	-1	-14	15	4	-2
Cc1ccc(N)cc1O	-1	11	11	2	-6	-1	-5	-9	8	-13	1
COc1ccc(CN2CCC(C(=O)NC(C)c3cccc4ccccc34)CC2)cc1 (stereo not given)	5	-2	10	22	nt	6	7	nt	-11	nt	-21
COc1cnc(SCc2ccc(Cl)cc2)nc1Cl	-25	-10	-2	-2	-8	-2	-4	-10	16	-1	4
O=c1c2ccccc2[nH]c(=S)n1CCN1CCCCC1	5	-13	-10	-28	5	0	-2	12	-4	2	-12
C[N+](C)(C)C[C@H](O)CC(=O)[O-]	2	-3	-5	-3	-3	-8	1	-15	3	-9	-17
Cc1ccc(C(c2nnnn2CS(=O)(=O)c2ccc(C)cc2)N2CCC(C)CC2)cc1 (stereo not given)	17	23	-13	-5	-15	0	-2	4	-14	-5	-9
COc1ccc(S(=O)(=O)N2CCN(Cc3cc4c(cc3Br)OCCO4)CC2)cc1	-10	0	-9	-4	6	3	-4	-11	-1	2	3
COc1ccc(-n2nnc3c(SCC(=O)OCc4ccccc4)ncnc32)cc1	1	11	-3	-19	-8	1	3	14	6	-1	-1
CCN(c1ccc(C)c(C)c1)S(=O)(=O)c1c(C)[nH]c(=O)[nH]c1=O	8	32	0	-3	-11	10	-4	1	-1	-9	-3
CCOC(=O)c1c(C)n(C)c2ccc(OCC(O)CN3CCN(C)CC3)cc12 (stereo not given)	-11	1	14	-16	-14	0	4	-13	11	5	3
CC(OC(=O)C(C)Oc1ccccc1)C(=O)Nc1ccc(S(=O)(=O)N2CCCCC2)cc1 (stereo not given)	8	-20	-1	6	-6	-1	2	-27	11	-12	5
C=CCn1c(SCC(=O)NCCOC)nnc1-c1cc2c(s1)CCC(CC)C2 (stereo not given)	-23	-25	-1	-24	-6	-2	1	-42	9	9	-3

(more compounds)
compound	TROY signal inh	TWEAK Fn14 block	NCOA1 inh	NR5A2 inv ag	NR2F2 inh	Granule exo inh	ABHD5 PLIN5 PPI	SRC2 inh	SRC3 inh	TLR9-MyD88 block	NOD2 RIPK2 PPI
CCC(=O)Nc1ccc(C(=O)COC(=O)c2sc(C)nc2C)cc1	7	-4	-4	8	1	-10	-2	4	-12	-1	1
CCCCN(C(=O)C1=CC=CN2CCS(=O)(=O)N=C12)c1ccccc1	-2	-5	-8	8	1	1	10	6	9	12	-16
CN(C(=O)C(=O)c1cn(CC(=O)N2CCCC2)c2ccccc12)C1CCCCC1	-21	6	1	21	-4	1	1	-3	4	-3	-1
Cc1cccc(-c2cccc(NC(=O)C3CCCN(Cc4cccnc4)C3)c2)c1 (stereo not given)	-1	-18	-2	9	-3	11	19	-17	12	-12	-7
Cc1n[nH]c(=O)c2c(NC(=O)COC(=O)c3ncc(Cl)c(Cl)c3Cl)oc(C)c12	-1	-6	-26	-5	5	4	-14	-5	0	1	-6
O=C(Cc1ccccc1)Nc1ccc(C(=O)NCC2COc3ccccc3O2)cc1 (stereo not given)	-20	-1	8	34	-6	0	0	-8	-19	-12	-3
Cc1cccc(NC(=O)CSc2nnc(CNC(=O)c3ccco3)n2C)c1C	-2	4	-3	14	0	2	4	-4	8	1	5
FC(F)(F)c1nnc(N2CCN(c3ccc(Cl)cc3)CC2)s1	-3	-8	6	-3	6	0	-3	5	19	-1	-2
Cc1cc(C)nc(NS(=O)(=O)c2ccc(NC(=O)c3cc(=O)c4ccccc4o3)cc2)n1	-11	-3	-28	7	-16	-2	2	-12	-2	8	5
O=C(O)COc1ccc(/C=N/NC(=O)/C(=C/C=C/c2ccccc2)NC(=O)c2ccccc2)cc1	-19	-6	4	-1	-3	2	4	7	5	5	-8
COc1ccc2oc(C)c(C(=O)c3ccc([N+](=O)[O-])cc3)c2c1	-20	21	-1	0	-5	0	-2	8	4	7	0
O=Nc1nc2ncccn2c1-c1ccccc1	-9	-13	-10	19	-4	6	9	-69	-10	0	0
CC1CN(c2ccccc2)C(=O)CS1 (stereo not given)	-23	-12	-2	11	3	0	1	-9	-39	2	5
CCn1ccnc1CN(C)Cc1c(C(=O)N2C[C@@H](C)O[C@@H](C)C2)nc2ccc(Cl)cn12	4	7	2	-7	3	-9	1	4	-2	-7	-5
CCOc1ccc2nc(NCCNC(=O)CC)c(C#N)cc2c1	-13	-1	-4	-26	-3	-4	-7	7	-18	12	8
COc1ccccc1-c1nnc(C2CCN(S(=O)(=O)c3ccc([N+](=O)[O-])cc3)CC2)o1	-7	18	-9	10	-4	-2	-3	-9	-4	2	0
Cc1ccc(O)c(-c2cc(C(F)(F)C(F)F)[nH]n2)c1	nt	24	-2	-4	-8	-2	-5	-3	-18	7	2
COc1ccc(NC(=O)CC2C(=O)N(c3ccc(OC)cc3)C(=O)N2C(C)C)cc1 (stereo not given)	-40	-9	2	-9	3	0	3	-13	11	5	-1
Cc1noc(C(=O)N2CCN(c3ccccc3)CC2)c1Cl	-25	3	3	2	2	2	18	0	-13	0	-10

Bioassay records: PubChem BioAssay, several laboratories
